Screening data (PubChem)
Growth percent in the NCI-60 one-dose screen (48 h, 10 µM unless noted): 100 = growth as untreated, 0 = no growth, -100 = all killed.
HCT-116 – HCT-116 colon cancer; 7.3% of 82,000 active; AID 1794798
NCI-H23 – NCI-H23 lung cancer; 4% of 80,000 active
NCI-H226 – NCI-H226 lung cancer; 3.5% of 79,000 active
NCI-H322M – NCI-H322M lung cancer; AID 1794733; 2.7% of 80,000 active
COLO 205 – COLO 205 colon cancer; 7.3% of 79,000 active
NCI/ADR-RES – NCI/ADR-RES ovarian cells; 4.4% of 81,000 active
HCT-15 – HCT-15 colon cancer. 5.2% of 82,000 active. AID 1794746
NCI-H460 – NCI-H460 lung cancer; 6.8% of 82,000 active; AID 1794736
NCI-H522 – NCI-H522 lung cancer | 8% of 78,000 active | AID 1794739
The depositor's hits bear a star; x = no result given; & = joins results of further samples. The calls were made as follows: active = growth percent below 10; inactive = the rest. Some of the compounds tested, so the mix of outcomes need not match the whole.

mol	HCT-116	NCI-H23	NCI-H226	NCI-H322M	COLO 205	NCI/ADR-RES	HCT-15	NCI-H460	NCI-H522
COc1ccc(C(=O)N2CCCC2=O)cc1	107.1	104.5	108.7	102.8	105.9	104.5	104.0	115.6	93.5
O=C(CBr)OC1CCCCC1	101.0	97.6	99.3	103.4	104.6	110.3	104.9	108.6	106.7
CCC(=O)O[C@H]1CC[C@H]2[C@@H]3CC[C@@]4(C)CC(=O)CC[C@]4(C)[C@H]3CC[C@]12C	92.2	99.9	92.2	107.1	101.6	92.8	99.7	100.5	52.4
Cc1cc(NC(=O)/C=C/c2ccc([N+](=O)[O-])cc2)ccc1S(=O)(=O)F	113.1	108.7	105.2	84.8	102.3	105.7	98.2	103.4	x
COc1ccccc1C(O)(C(=O)OCCSC)c1ccccc1OC	100.8	98.8	118.1	112.2	99.1	113.5	103.0	108.4	80.4
COc1cc2c(cc1OC)-c1c3c(cc4c1[C@@H](C2)N(C)CC4)OCO3	16.1	51.3	51.0	36.9	31.4	43.5	29.0	17.3	5.6*
Cc1ccc(C(=O)C2C(c3ccccc3)N2C2CCCCC2)cc1 (stereo not drawn)	75.3&92.5	88.4&101.8	94.7&100.4	107.4&106.7	110.4&126.1	99.7&103.2	89.8&99.3	92.0&98.6	75.5&90.5
Oc1c(Br)cccc1Br	108.7	104.4	111.8	103.6	113.1	110.0	101.3	102.9	x
O=C(O)P(=O)(O)O	103.4	107.3	105.4	109.4	112.0	105.2	115.5	111.8	103.5
C[C@]12C[C@@H](CO)[C@H](O)C[C@@H]1CC[C@@H]1[C@@H]2CC[C@]2(C)[C@@H](O)CC[C@@H]12	103.3	102.3	101.6	91.1	107.6	99.6	104.7	105.9	77.7
C#CC(C)(O)CC (stereo not drawn)	93.3	105.5	97.3	94.0	102.2	108.1	101.9	99.1	93.4
COc1cc(N(CCCl)CCCl)c(OC)cc1/C=N/NC(=O)CC(N)C(=O)O (stereo not drawn)	108.4	x	97.6	x	111.6	99.7	90.7	86.1	125.2
CC(=O)O[C@H]1CC[C@@]2(C)C(=CC[C@H]3[C@@H]4CC[C@H](C(C)C(=O)N(CCCl)CCCl)[C@@]4(C)CC[C@@H]32)C1 (stereo partly drawn)	62.6	75.0	99.0	87.3	66.0	76.4	42.0	89.3	64.4
CN(C)CCC(C(=O)N(C)C)(c1ccccc1)c1ccccc1	104.7	99.2	97.9	91.2	114.3	99.9	101.6	109.1	100.8
CCCCCC(=O)P(=O)(OCC)OCC	103.5	100.3	113.1	89.9	108.6	105.4	105.9	107.7	97.0
COc1ccc(C2=NN(c3cc(Cl)cc(Cl)c3)C(c3sc(N(CCCl)CCCl)nc3Cl)C2)cc1 (stereo not drawn)	83.3	93.4	91.8	99.4	115.8	95.5	96.5	101.3	87.6
CC12CCC=CC1CCC1C2CCC2(C)C(c3ccc(=O)oc3)CCC12O (stereo not drawn)	-64.2*	-64.0*	-92.3*	-22.5*	-50.9*	-51.5*	-71.7*	-69.3*	-27.9*
CCCC1OCC2(CO)COC(CCC)N12 (stereo not drawn)	107.7	101.7	100.8	96.7	130.1	101.0	106.1	106.1	93.3
ClC(Cl)=C(Cl)C(Cl)=C(Cl)Cl	104.3	107.7	103.1	104.6	110.5	109.6	102.9	110.6	108.2
O=P(Oc1ccccc1)(Oc1ccccc1)Oc1ccccc1-c1ccccc1	73.3	90.4	90.6	107.5	112.2	88.4	93.2	101.3	x
ClCCN(CCCl)c1ccc(/C=N\N=C\c2ccc(N(CCCl)CCCl)cc2)cc1	36.7	62.0	28.9	74.2	37.4	55.1	37.3	14.7	11.1
OCCNC(Cc1ccccc1)c1ccccc1Cl (stereo not drawn)	78.6	98.2	94.5	98.4	94.1	99.2	98.2	105.2	47.4
CC1CC(C)OP(=O)(OCCC#N)O1 (stereo not drawn)	112.4	113.6	100.1	109.5	99.5	116.5	111.2	111.0	x
OC1C=CC2CC1(O)C1CCCCN1O2 (stereo not drawn)	103.2	100.9	89.6	96.0	116.7	106.2	107.3	120.1	94.6

Fetched one by one from above, three records:
mol	HCT-116	NCI-H23	NCI-H226	NCI-H322M	COLO 205	NCI/ADR-RES	HCT-15	NCI-H460	NCI-H522
CN(C)CCC(C(=O)N(C)C)(c1ccccc1)c1ccccc1	104.7	99.2	97.9	91.2	114.3	99.9	101.6	109.1	100.8
CC1CC(C)OP(=O)(OCCC#N)O1 (stereo not drawn)	112.4	113.6	100.1	109.5	99.5	116.5	111.2	111.0	x
ClCCN(CCCl)c1ccc(/C=N\N=C\c2ccc(N(CCCl)CCCl)cc2)cc1	36.7	62.0	28.9	74.2	37.4	55.1	37.3	14.7	11.1

Additional compounds follow.
mol	HCT-116	NCI-H23	NCI-H226	NCI-H322M	COLO 205	NCI/ADR-RES	HCT-15	NCI-H460	NCI-H522
CC12CCC3C(C=CC4=C(N)C(=O)CCC43C)C1CCC2=O (stereo not drawn)	6.2*	74.1	96.3	88.4	121.3	68.7	73.0	83.8	76.6
CCOC(=O)P(=O)(OCC)OCC	110.5	111.9	105.6	82.6	111.9	109.0	101.0	116.0	85.7
CC(C)CCCCCCCO[P+](=O)OCCCCCCCC(C)C	104.5	110.3	97.8	116.0	122.8	105.6	103.9	104.2	x
Cc1ccc(S(=O)(=O)F)c(Cl)c1	104.4	99.4	94.9	107.2	106.8	99.9	97.2	106.7	88.5
O=C(CC1(O)C(=O)N(Cc2ccccc2)c2ccc(Br)cc21)c1ccc(C(=O)NCC2CCC3(CC2)OOC2(CCCCC2)OO3)cc1 (stereo not drawn)	35.5	-74.3*	-33.0*	73.9	-49.5*	-44.8*	2.7*	-41.0*	2.5*
O=[N+]([O-])c1ccc(CN2CCN(c3ccccc3)CC2)cc1	102.5	96.9	81.0	90.9	128.2	86.4	63.4	93.1	84.0
CNCC(O)c1ccc(O)cc1 (stereo not drawn)	91.7&106.1	97.3&103.3	94.6&100.1	87.7&95.0	96.3&111.6	93.9&100.2	101.1&106.6	102.9&115.9	91.5
C[Se]CC(O)C(=O)N1CCOCC1 (stereo not drawn)	90.9	108.6	99.9	97.4	99.0	107.7	104.7	103.4	76.4
C#C[C@@H]1CC2C3CCC4=C[C@@H](OC(C)=O)CCC4C3CC[C@]2(C)[C@H]1OC(C)=O (stereo partly drawn)	82.9	84.5	84.1	99.7	x	85.2	93.4	97.9	x
CC(C)CN1CC1c1ccccc1 (stereo not drawn)	98.8	99.9	100.9	108.3	113.7	x	106.4	103.4	103.2
COc1cc(C2(C#N)CCN(C)CC2)cc(OC)c1OC	91.8	104.0	110.5	129.3	107.1	103.8	97.2	102.1	x
CCN(CC)CC(=O)c1ccc(O)c(O)c1	95.1	104.9	98.9	91.5	110.9	96.2	105.1	107.9	92.1
CCOP(=S)(OCC)Oc1nc(Cl)c(Cl)cc1Cl	95.7	x	92.3	132.7	111.6	95.6	94.2	108.5	84.5
COc1cccc(C=NC(Cc2cnc[nH]2)C(=O)O)c1O (stereo not drawn)	97.8	106.7	94.8	95.5	121.7	98.4	108.4	107.0	59.3
Nc1c(Cl)cccc1C(=O)O	90.1	96.1	x	98.1	98.4	101.9	98.9	x	87.0
NC(Cc1ccc(O)cc1)C(=O)N/N=C/c1ccc(N(CCCl)CCCl)cc1 (stereo not drawn)	84.0	69.6	46.8	101.7	111.6	78.4	85.8	27.1	x
O=[N+]([O-])c1cccc2c([As](=O)(O)O)cccc12	111.2	98.3	91.4	100.2	104.5	100.6	97.3	99.5	93.2
CCC(=O)c1ccc(OC)cc1	102.1	94.4	93.7	105.2	106.9	99.7	97.4	99.3	100.1
CC(=O)OC1CCC2C3CCC4=C/C(=N/OC(=O)c5ccc(N(CCCl)CCCl)cc5)CCC4(C)C3CC(C)C12 (stereo not drawn)	54.6	69.7	94.0	91.7	83.7	-13.2*	71.6	-4.9*	79.2
C[C@]12CC[C@H]3[C@@H](CC[C@@H]4C[C@@H](O[C@@H]5O[C@H](CO)[C@@H](O)[C@H](O)[C@H]5O)CC[C@@]43C=O)[C@@]1(O)CC[C@@H]2c1ccc(=O)oc1	98.8	108.3	95.5	109.2	99.1	108.6	98.8	101.5	64.6
NC(=O)OCc1ccccc1	93.7	116.1	89.9	104.9	120.9	113.8	117.6	102.0	112.5
CCN1CCc2ccccc2C1	112.6	139.3	106.9	123.7	128.5	145.1	107.3	113.5	114.8
Cn1cc(C(=O)C[n+]2ccccc2)c2ccccc21	97.5	91.7	99.1	104.0	100.7	100.3	109.6	106.7	96.9
COc1ccc2c(c1)c(-c1nc(-c3cn(C)c4ncccc34)cs1)cn2CCCCN1CCOCC1	11.4	78.4	70.1	65.9	-91.7*	59.6	-42.1*	-31.9*	3.7*

Entries of single compounds, quoted from the list.
Cn1cc(C(=O)C[n+]2ccccc2)c2ccccc21 in the list: HCT-116 = 97.5; NCI-H23 = 91.7; NCI-H226 = 99.1; NCI-H322M = 104.0; COLO 205 = 100.7; NCI/ADR-RES = 100.3; HCT-15 = 109.6; NCI-H460 = 106.7; NCI-H522 = 96.9
COc1cccc(C=NC(Cc2cnc[nH]2)C(=O)O)c1O (stereo not drawn) in the list: HCT-116 = 97.8; NCI-H23 = 106.7; NCI-H226 = 94.8; NCI-H322M = 95.5; COLO 205 = 121.7; NCI/ADR-RES = 98.4; HCT-15 = 108.4; NCI-H460 = 107.0; NCI-H522 = 59.3
O=[N+]([O-])c1cccc2c([As](=O)(O)O)cccc12 in the list: HCT-116 = 111.2; NCI-H23 = 98.3; NCI-H226 = 91.4; NCI-H322M = 100.2; COLO 205 = 104.5; NCI/ADR-RES = 100.6; HCT-15 = 97.3; NCI-H460 = 99.5; NCI-H522 = 93.2

Continued:
mol	HCT-116	NCI-H23	NCI-H226	NCI-H322M	COLO 205	NCI/ADR-RES	HCT-15	NCI-H460	NCI-H522
COc1cc2c(cc1OC)[C@@]13CCN4C=C5[C@H](C(F)(F)F)CO[C@H]6CC(=O)N2[C@H]1[C@H]6[C@H]5C[C@H]43	100.5	104.7	104.3	105.1	121.5	107.3	101.1	117.9	100.2
CN1C(=O)CCS(=O)(=O)C1c1ccc(Cl)cc1 (stereo not drawn)	100.5	101.1	100.7	x	112.3	99.9	98.8	105.4	x
ClC(CN(Cc1ccccc1)Cc1ccccc1)c1ccccc1 (stereo not drawn)	85.9	92.9	92.4	95.7	107.2	95.8	96.8	103.9	81.8
CC(C)N=C(NC(C)C)N1CC1	111.0	112.9	107.6	117.8	113.4	112.8	110.2	115.9	98.2
O=C(CBr)OCCOC(=O)CBr	69.2	84.7	109.0	97.7	103.6	99.9	72.4	95.0	-74.6*
O=C1CC(=O)N(Cc2ccccc2)C(=O)N1Cc1ccccc1	107.8	108.4	103.6	110.7	112.0	107.2	99.4	115.5	102.9
COc1ccc2nc3c(C)n(C)ccc-3c2c1	98.3	94.7	102.3	94.0	94.0	104.6	108.2	103.1	102.8
COC(=O)C1CN1/C(C)=N/N=C1\C(=O)Nc2ccc(F)cc21 (stereo not drawn)	102.7	97.4	117.5	110.1	117.9	103.6	103.7	101.6	93.2
CCN(CC)CCC#N	100.9	103.7	107.8	121.9	114.5	105.6	103.8	115.5	99.6
COC(=O)[C@@H](NC(=O)c1cn(CCC2CCCCC2)c2ccccc12)C(C)(C)C	64.2	76.4	58.6	83.7	96.4	73.6	59.9	79.3	63.7
Nc1ccc2c(c1)Cc1cc(N)ccc1-2	97.9	92.3	91.4	90.0	90.0	96.2	85.3	93.1	92.8
CCC1CN1P(=O)(Oc1ccc(Cl)cc1)N1CC1CC (stereo not drawn)	92.2	115.5	98.0	115.3	99.3	113.6	101.2	102.3	109.0
CCOC(=O)[C@@H](C)C[C@H](Cc1ccccc1)NC(=O)c1csc([C@@H](C[C@H](C(C)C)N(C)C(=O)[C@H](CCC(C)C)NC(=O)[C@H]2CCCCN2C)OC(C)=O)n1	x	25.3	27.7	28.2	-75.2*	4.7*	15.2	5.8*	-27.0*
NC1=NNC2NNC(N)=NC2=N1 (stereo not drawn)	96.3	97.9	105.0	101.2	105.9	100.8	99.9	98.8	101.6
O=C(NCc1ccc(Cl)cc1)c1cn(Cc2ccc(Cl)cc2)nn1	105.0	104.8	x	x	118.2	103.8	113.3	101.5	93.5
COc1ccc2c(c1)c(-c1nc(-c3cn(C)c4ncccc34)cs1)cn2CCCCN1CCCCC1	-93.0*	15.3	56.6	-31.4*	-71.7*	5.1*	-80.9*	-61.2*	-61.7*
CO[C@H]1c2c([nH]c3c4c(ccc23)OC(C)(C)C=C4)C(C)(C)[C@H]2C[C@]34CCCN3C(=O)[C@@]21NC4=O	92.8	86.2	91.7	97.0	100.3	96.1	98.4	107.8	94.9
O=C1C=CC(=O)C2C1C1(Cl)C(Cl)=C(Cl)C2(Cl)C1(Cl)Cl (stereo not drawn)	36.3	58.0	56.9	77.2	74.7	47.3	54.3	57.5	x
CC1(C)C(=O)CC[C@H]2C1=CC[C@@H]1[C@@H]2CC[C@]2(C)[C@@H](O)CC[C@@H]12	100.1	95.6	95.2	109.6	102.8	101.9	91.4	107.4	x
O=C(C(=O)N1CCOCC1)c1cn(Cc2ccc(Cn3cc(C(=O)C(=O)N4CCOCC4)c4ccccc43)cc2)c2ccccc12	90.4	87.6	76.5	97.7	108.4	95.7	91.0	93.7	62.1
COC(=O)c1cn(Cc2cn(S(=O)(=O)c3ccccc3)c3ccccc23)c2ccccc12	58.5	57.8	83.9	89.0	107.5	78.8	65.3	103.6	67.0
ClC1C(Cl)C(Cl)C(Cl)C(Cl)C1Cl (stereo not drawn)	95.4&102.0	105.7&89.1	96.9&94.2	121.9&105.7	102.0&101.9	108.4&100.8	98.3&97.1	109.5	81.6&89.1
